Compound activity (PubChem)
p53ts 39C tox: kills p53ts cells at the nonpermissive temperature. hit rate 1.5% among 130,000. Potency, µM (doses to about 46.1 µM), without a hit: at the top dose activity change, negative = cell killing, hits mostly cytotoxic. H1299-p53A138V viability at 39C, ATP luminescence, 24 h; also: nearly all actives have a fitted effect of over 55% in size
Imprint erasure: genomic imprint erasure induction; mouse ES Peg3-LacZ reporter, beta-gal luminescence, 40 h; Potency, µM (top dose mostly 60.7 µM), for inactives: at the highest dose activity change, positive = activation, hits mostly activators; hit rate 0.02% among 110,000; AID 1948;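 also: 0% = negative control wells on the plate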
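Readout: BetaGlo luminescence (5 min, room temp) for LacZ from the normally silent maternal Peg3 allele in female Peg3LacZ-Neo ES cells. Cells 300/well, 40 h, 37C, 5% CO2. Data normalized per plate to negative controls.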
IkB signaling: inhibitors of IkB signaling in ABC-DLBCL cells; ABC-DLBCL IkBa-CBG/CBR dual luciferase ratio, 4 h; response scale: scaled: untreated 0%, proteasome inhibitor 100%; Potency, µM (titrated, usually from 57.1 µM), inactives show top-dose IkBa stabilization activation; hit rate 0.04% among 110,000; active = well fitted curve in the direction sought with a large enough effect in the signal ratio, not every such curve was filed as active; inconclusive = small, poorly fitted or top-dose-only effect, or a change in a side signal; the % refers to the signal ratio;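 also: the direction sought is a rising ratio; 0% = basal untreated cells and 100% = reference inhibitor full response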
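Luminescence ratio of IκBα-fused green versus native red beetle luciferase in OCI-Ly3 cells, 4 h post-doxycycline with compound; red signal alone, scaled from basal (0%) to zero light (-100%), flagged nonspecific or cytotoxic effects.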
p53ts 32C tox: cytotoxicity in p53ts cells at permissive temperature. H1299-p53A138V at 32C, ATP luminescence viability, 24 h. hit rate 0.93% among 130,000. AID 924. Potency, µM (doses to about 46.1 µM), for inactives: top-dose activity change, negative = cytotoxicity, most hits filed as cytotoxic;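 also: 0% = DMSO and -100% = full killing by reference compound; nearly all actives have a fitted effect of over 55% in size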
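Viability by ATPlite luminescence after 24 h compound treatment (up to 46 uM) at the permissive 32C. Cells are H1299 carrying p53 A138V. Scale runs from DMSO basal to 100 uM tamoxifen as full kill; AC50 from Hill fits.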
Active calls of the source: *; u = inconclusive; x = not tested or not shown; [ ] = another dose, or the depositor's remark. Unless noted, calls follow the shape of the dose curve; as a rule, active = well fitted curve in the direction sought with a large enough effect; inconclusive = small, poorly fitted or top-dose-only effect, or another doubt; inactive = no such curve, though single readings can be large; an effect the other way counts as inactive or inconclusive. Unless noted, % is scaled to controls: 0 for no effect and ±100 for the full control effect; potency is read from the fitted curve at half-maximal effect.

Sample of the layout, 4 compounds:
SMILES	p53ts 39C tox	Imprint erasure	IkB signaling	p53ts 32C tox
Cc1ccc(SCCC(=O)N2CCC(C)CC2)cc1	11.0%	x	x	14.3%
CCc1ccc(NC(=O)Cn2c(=O)n(Cc3ccc(C)cc3)c(=O)c3cccnc32)cc1	-8.7%	u	-0.8%	-7.1%
COc1ccc(N2CCN(C(CNC(=O)c3cccc(OC)c3)c3cccnc3)CC2)cc1 (stereo not drawn)	-15.3%	-16.3%[10.9 µM]	-1.2%	-6.9%
CCN(CC)CCCNC(=O)CC1Sc2ccccc2NC1=O (stereo not drawn)	-11.8%	-11.5%	-0.7%	-14.7%

This part in full, repeating the preview:
SMILES	p53ts 39C tox	Imprint erasure	IkB signaling	p53ts 32C tox
Cc1ccc(SCCC(=O)N2CCC(C)CC2)cc1	11.0%	x	x	14.3%
CCc1ccc(NC(=O)Cn2c(=O)n(Cc3ccc(C)cc3)c(=O)c3cccnc32)cc1	-8.7%	u	-0.8%	-7.1%
COc1ccc(N2CCN(C(CNC(=O)c3cccc(OC)c3)c3cccnc3)CC2)cc1 (stereo not drawn)	-15.3%	-16.3%[10.9 µM]	-1.2%	-6.9%
CCN(CC)CCCNC(=O)CC1Sc2ccccc2NC1=O (stereo not drawn)	-11.8%	-11.5%	-0.7%	-14.7%
COc1ccc(Br)cc1CNCCSc1nnnn1C	5.4%	-14.3%	-2.7%	4.6%
Nc1ccc(-n2nncc2-c2ccccc2)cc1	15.9%	x	x	2.8%
NC(=O)c1oc2ccccc2c1NC(=O)CCc1ccccc1	7.7%	-24.2%	7.3%	-1.2%
O=C(Oc1ccc(N2C(=O)CCC2=O)cc1)c1ccco1	-1.8%	0.2%	2.1%	3.6%
CC(C)(C)OC(=O)N1CCC(c2c(C(=O)N3CCN(c4ncccn4)CC3)cnn2-c2ccccc2)CC1	-24.5%	9.3%[10.9 µM]	-2.1%	-5.8%
Cc1nn(C(C)(C)C)c(OC(=O)c2cccc(F)c2)c1Sc1ccccc1	-20.6%	-6.1%[10.9 µM]	1.2%	u
CC(C)C1C(C#N)=C(N)SC(N)=C1C#N	5.8%	-5.7%	6.8%	-0.7%
CCCCNC(=O)c1nn(-c2ccccc2OC)c(=O)c2ccccc12	-3.7%	-9.9%	1.7%	2.3%
CCCCNc1nc2c(-c3cccc(C)c3)nnn2c2ccccc12	-8.5%	-5.5%[10.9 µM]	u	-1.9%
COc1ccc(Cl)cc1NC(=O)CN(c1cc(C)cc(C)c1)S(=O)(=O)c1c(C)n[nH]c1C	u	-4.5%[10.9 µM]	u	-3.9%
Cc1ccc(-c2nnc(SCC(=O)N3c4ccccc4NC(=O)C3(C)C)n2N)cc1	-1.6%	8.2%	u	10.3%
CC(C)c1ccc2c([Si](C)(C)C)c3c(nc2c1)-c1cccc(=O)n1C3	8.1%	-5.8%	x	1.9%
CCn1nc(C(=O)OCC(=O)c2ccc3c(c2)OCCO3)c2ccccc2c1=O	-14.1%	-7.3%	-0.4%	-14.5%
Cc1cc2c(c(=O)n1Cc1ccccn1)C(C(C)C)C(C#N)=C(N)O2 (stereo not drawn)	-3.1%	-8.5%	0.3%	4.8%
CC(C)NC(=O)Cn1c(=O)nc(-c2ccccc2F)c2cc(Cl)ccc21	-16.2%	4.3%[10.9 µM]	2.3%	-3.1%
COc1ccc(S(=O)(=O)Cc2ccc(C(=O)N3CCN(c4ccc(Cl)cc4)CC3)o2)cc1	-4.1%	-20.5%	u	4.1%

Entries of single compounds, quoted from the list. Order of screens: p53ts 39C tox	Imprint erasure	IkB signaling	p53ts 32C tox
`Cc1cc2c(c(=O)n1Cc1ccccn1)C(C(C)C)C(C#N)=C(N)O2` (stereo not drawn) in the list: -3.1%	-8.5%	0.3%	4.8%
`Cc1ccc(-c2nnc(SCC(=O)N3c4ccccc4NC(=O)C3(C)C)n2N)cc1` in the list: -1.6%	8.2%	u	10.3%
`COc1ccc(Cl)cc1NC(=O)CN(c1cc(C)cc(C)c1)S(=O)(=O)c1c(C)n[nH]c1C` in the list: u	-4.5%[10.9 µM]	u	-3.9%
`CCCCNc1nc2c(-c3cccc(C)c3)nnn2c2ccccc12` in the list: -8.5%	-5.5%[10.9 µM]	u	-1.9%
`CCn1nc(C(=O)OCC(=O)c2ccc3c(c2)OCCO3)c2ccccc2c1=O` in the list: -14.1%	-7.3%	-0.4%	-14.5%

Going on with the list:
SMILES	p53ts 39C tox	Imprint erasure	IkB signaling	p53ts 32C tox
Cc1ccc(C)c(C(=O)CN2C(=O)CCC2=O)c1	6.4%	-6.1%	1.1%	3.4%
CC(C)CNc1oc(-c2ccc(F)cc2)nc1C#N	-3.6%	-14.4%	-5.8%	-4.1%
Cc1ccc(OCC(=O)NCC2(N3CCOCC3)CCCCC2)cc1C	8.5%	-10.9%[10.9 µM]	u	-2.0%
COc1ccc(NC2=NCC(=O)N2c2ccccc2F)c(OC)c1	11.4%	x	3.5%	2.6%
CN(C)c1nc(Oc2ccc(N)cc2)nc(N(C)C)n1	9.9%	x	7.8%	-2.4%
Cc1ccc(-n2ccnc(NCCc3ccccc3)c2=O)cc1C	-7.6%	-9.7%[10.9 µM]	2.1%	14.3%
Cn1c(SCC(=O)N2CCc3ccccc3C2)nnc1-c1cccs1	1.4%	-9.8%	4.0%	11.1%
COc1ccc(C2CC(=O)Nc3c2c(C)nn3-c2nc(C)cc(C)n2)c(OC)c1OC (stereo not drawn)	27.0%	-11.7%[10.9 µM]	-2.2%	3.9%
CCCCCNC(=O)CCn1c(=O)[nH]c2ccccc2c1=O	-8.1%	-5.1%[10.9 µM]	2.0%	11.6%
O=C(Nc1ccc(F)cc1)c1cccn1-c1nnc(N2CCCCC2)s1	-27.9%	3.5%[10.9 µM]	1.2%	-22.9%
COc1cccc(NC(=O)Cn2c(=O)n(CCc3ccccc3)c(=O)c3c4c(sc32)CN(C(C)=O)CC4)c1	-5.8%	18.6%[10.9 µM]	3.3%	7.0%
Cc1cccc(Oc2nc3c(C)cccn3c(=O)c2/C=C(\C#N)c2nc3ccccc3s2)c1	-6.5%	-12.0%[10.9 µM]	u	5.0%
O=C(CSc1nc2c([nH]c3ccccc32)c(=O)n1-c1ccc(Cl)cc1)N1CCc2ccccc21	u	16.4%[10.9 µM]	0.3%	5.5%
COc1ccc(OCC(=O)N2CCOCC2)cc1	-0.9%	-15.8%	0.0%	-8.2%
Cc1cc(OCC(O)CN(CCO)CCO)ccc1Cl (stereo not drawn)	15.7%	-14.6%	-1.6%	3.7%
CCCSc1ncc(Cl)c(C(=O)Nc2sc3c(c2C(=O)NCCOC)CCCC3)n1	11.2%	-5.2%[10.9 µM]	-0.5%	5.0%
CC(=O)CC(C)=NCCN=C(C)CC(C)=O	-8.7%	-8.1%	0.9%	2.2%
O=C(NCCCN1CCN(c2ccccc2)CC1)c1nnc(Cc2c(F)cccc2Cl)o1	-9.9%	6.4%[10.9 µM]	0.1%	-0.4%
CCCC(=O)Nc1ccc2oc(-c3ccncc3)nc2c1	-12.9%	-12.9%	-2.4%	-3.7%
Cc1ccc2ncc(C(=O)NC(C)c3ccccc3)c(=O)n2c1 (stereo not drawn)	8.0%	11.8%[10.9 µM]	-1.9%	2.4%
Cc1ccc(C2(C)NC(=O)N(CC(=O)NC(=O)NC3CCCC3)C2=O)cc1 (stereo not drawn)	-5.1%	0.9%	2.0%	1.3%
CCCCSc1nnc(-c2ccc(OC)cc2)n1C	5.9%	x	x	-3.1%
COc1ccc(N2CCN(CCCNC(=O)Nc3ccccc3)CC2)cc1	-3.2%	-5.8%[10.9 µM]	-1.1%	9.0%
CCCCN(CC)CCNC(=O)CN1C(=O)COc2ccc(S(=O)(=O)N3CCCC3)cc21	9.2%	-13.1%[10.9 µM]	0.4%	2.9%
CC1CN(S(=O)(=O)c2cccc(C(=O)NCc3ccc4c(c3)OCO4)c2)CC(C)O1 (stereo not drawn)	-10.5%	-2.4%	3.1%	-11.2%
CC1=C[N+](=O)c2ccccc2[N+]1=O	-5.5%[9.22 µM]	-9.3%[10.9 µM]	1.0%[11.4 µM]	-1.4%[9.22 µM]
COc1ccc(COC(=O)N/N=C2/C[C@@H](O)[C@@H](O)[C@@H]3[C@@H]4C(=O)N(C5CCCCC5)C(=O)[C@H]4CC[C@H]23)cc1	5.3%[9.22 µM]	x	x	4.4%[9.22 µM]
COc1ccc(Nc2nc(N)nc(CN3CCC(Cc4ccccc4)CC3)n2)cc1	-19.6%	-16.1%	-0.6%	-18.5%
O=S1(=O)N=C(N2CCN(Cc3ccccc3)CC2)c2ccccc21	-5.5%	-9.2%	-0.8%	3.8%
CCc1nn(C(C)C(=O)NCCN2CCN(c3cccc(C)c3C)CC2)c(=O)c2cc3occc3n12 (stereo not drawn)	-10.9%	x	x	-2.3%
CCOc1ccc2nc(N3CCC(C(=O)Nc4cc(C)ccc4C)CC3)sc2c1	u	-5.8%[10.9 µM]	u	-18.0%
COCCn1c(=O)c(-c2cccs2)nc2cnc(OC)nc21	4.9%	1.3%	1.5%[11.4 µM]	6.6%
COc1cc2cc(CN(CCCO)S(=O)(=O)c3ccccc3)c(=O)[nH]c2cc1OC	17.5%	x	-2.4%	-1.5%
Cc1cc(C)c(S(=O)(=O)Nc2ccc(C(=O)O)c(O)c2)cc1C	4.0%	x	x	-1.5%
CC(C)c1nc(SCC(=O)N2CCCC2)c2ccccc2n1	-24.5%	-40.5%[inhibitor]	u	u
O=C(Nc1ccncc1)C1COc2ccccc2O1 (stereo not drawn)	14.2%	-12.4%	2.0%	-1.2%
COc1ccc(-c2cc(C(F)(F)F)nc(N3CCN(Cc4ccccc4)CC3)n2)cc1OC	6.6%	-24.2%	-2.6%	-4.9%
Cc1ccc(CCC(=O)Nc2ccc(S(N)(=O)=O)cc2)o1	7.6%	0.6%	0.7%	-6.2%
Cc1ccc(C)c(NC2=C(c3ccc(C(F)(F)F)cc3)C(=O)c3ccccc32)c1	-21.8%	-14.6%[10.9 µM]	u	-19.8%
Nc1nonc1C(=O)NC(c1ccccc1)c1ccccc1	3.1%	3.4%	0.9%	3.6%
COc1ccc(C(=O)c2c(N)c(C(=O)Nc3cccc(OC)c3)c3ccccn23)cc1	13.3%	-4.9%[10.9 µM]	0.1%	-6.4%
COc1ccc(-c2nnc3ccc(SCC(=O)N4CCOCC4)nn23)cc1	9.6%	0.4%	1.2%	-12.2%
CCn1c2ccccc2c2cc(NC(=O)CSc3nnc(C4CC4)n3Cc3ccco3)ccc21	-5.6%	-18.4%	u	3.1%
COc1cc(C(CC(=O)Nc2ncccc2C)N2Cc3ccccc3C2=O)cc(OC)c1OC (stereo not drawn)	15.4%	9.5%[10.9 µM]	0.8%	-8.5%
O=C(Nc1ccccc1C(F)(F)F)N1CCCCCC1	0.5%	-11.9%	-1.3%	7.0%
